# ANO1 activ: activates or potentiates the mouse TMEM16A chloride channel. HEK293 TMEM16A/YFP-H148Q/I152L, iodide quench fluorescence; active compounds read low. B-score at 10 µM. 340,000 compounds, 0.3% hits. AID 623877;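 active = fluorescence-ratio B-score plate-corrected deviation score at least 3 library SD below zero, with starting fluorescence score within 5 deviations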;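 note: channel opened by trigger with iodide after compound preincubation; score built on the fluorescence ratio of max minus min over baseline; more negative score means more quench and so TMEM16A activation or potentiation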
# KCNK9 inh: human KCNK9 channel inhibition; B-score at 10 µM; AID 488922; Q9NPC2; HEK293 KCNK9, FluxOR thallium flux fluorescence; active compounds read low; 310,000 compounds, 1.2% hits;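 active = ratio B-score over 3 SD below the library mean, with starting fluorescence within 5 SD of its mean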;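 note: negative B-score means less thallium flux so channel inhibition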
# Target sequence (Q9NPC2 whole entry, looked up): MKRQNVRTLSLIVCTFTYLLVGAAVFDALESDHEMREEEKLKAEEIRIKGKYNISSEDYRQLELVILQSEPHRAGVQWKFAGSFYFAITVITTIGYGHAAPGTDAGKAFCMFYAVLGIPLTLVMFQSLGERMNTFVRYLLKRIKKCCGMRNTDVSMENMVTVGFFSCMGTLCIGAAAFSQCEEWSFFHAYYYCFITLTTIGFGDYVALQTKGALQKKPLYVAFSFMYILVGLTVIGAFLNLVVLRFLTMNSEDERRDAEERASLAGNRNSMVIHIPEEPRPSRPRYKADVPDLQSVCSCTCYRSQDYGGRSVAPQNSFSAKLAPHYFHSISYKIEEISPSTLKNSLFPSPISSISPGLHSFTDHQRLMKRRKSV
# KCNQ1 pot: potentiators or activators of human KCNQ1 potassium channel; P51787; CHO-K1 KCNQ1, thallium flux FluxOR fluorescence; active compounds read high; B-score at 10 µM; 310,000 compounds, 0.35% hits; AID 2648;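 active = fluorescence ratio B-score, a plate-corrected score, at least three library SD, with initial intensity B-score within 5 SD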
#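 System: CHO-K1 cells stably expressing KCNQ1 / Medium: assay buffer for compound exposure, DMSO matched across wells / Reagent: thallium- and potassium-containing depolarizing buffer / Compound: one concentration, matched DMSO / Incubation: 20 min compound pretreatment at room temperature / Measured by: kinetic FluxOR fluorescence, 10 s baseline plus 110 s post-stimulus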
# ANO1 block: blocks the mouse calcium-activated chloride channel TMEM16A; 310,000 compounds, 1.2% hits; Q8BHY3; AID 588511; HEK293 TMEM16A/YFP iodide influx fluorescence, ionomycin; normalized B-score (activity score, 25-100; higher = stronger inhibition) at 10 µM;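 active = ratio plate-corrected score three or more library SD toward inhibition, starting fluorescence score within five deviations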;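 note: score derived from kinetic fluorescence span divided by baseline fluorescence per well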
# hERG rescue: compounds protecting human hERG from proarrhythmic drug block; AID 1511; Q12809; CHO-hERG, FluxOR thallium flux, dofetilide IC70 present; activation (rescue from dofetilide block), less the hit threshold, % at 10 µM; 310,000 compounds, 0.51% hits;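 active = activation above the mean of controls blocked by dofetilide plus 5 SD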;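 note: thallium influx through hERG after potassium depolarization seen as dye fluorescence rise; in these data hits start at about 4.7%; inactives centre near -7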
# MrgX1 PAM: allosterically activates human MrgX1 receptor signaling; AID 588675; 310,000 compounds, 0.63% hits; B-score at 10 µM; MrgX1-HEK293, Fluo-4 calcium flux, FDSS; active compounds read high; Q96LB2;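 active = plate-corrected calcium response at least 3 library SD above typical, normal starting fluorescence, not activating the receptor alone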;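 note: compound read alongside a low EC10 to EC30 dose of BAM8-22 agonist; peak minus trough fluorescence over baseline measured at the second addition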
# Target sequence (Q96LB2 whole entry, looked up): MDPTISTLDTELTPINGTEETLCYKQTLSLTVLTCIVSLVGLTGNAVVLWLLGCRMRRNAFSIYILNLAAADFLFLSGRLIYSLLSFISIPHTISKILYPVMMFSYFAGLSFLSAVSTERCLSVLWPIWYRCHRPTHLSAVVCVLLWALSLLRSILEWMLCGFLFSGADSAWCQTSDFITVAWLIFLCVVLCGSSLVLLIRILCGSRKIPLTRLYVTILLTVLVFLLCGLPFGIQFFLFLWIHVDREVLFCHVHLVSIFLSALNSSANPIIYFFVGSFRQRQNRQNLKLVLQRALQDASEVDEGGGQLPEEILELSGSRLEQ
# KCNK3 block: human KCNK3 channel inhibition, primary screen; O14649; AID 602410; B-score at 10 µM; CHO-KCNK3 thallium flux, FluxOR fluorescence; active compounds read low; 340,000 compounds, 0.84% hits;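 active = B-score under library mean minus 4 SD, starting fluorescence ratio at most library mean plus 5 SD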;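 note: more negative B-score means stronger inhibition of thallium flux through KCNK3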
# Target sequence (O14649 whole entry, looked up): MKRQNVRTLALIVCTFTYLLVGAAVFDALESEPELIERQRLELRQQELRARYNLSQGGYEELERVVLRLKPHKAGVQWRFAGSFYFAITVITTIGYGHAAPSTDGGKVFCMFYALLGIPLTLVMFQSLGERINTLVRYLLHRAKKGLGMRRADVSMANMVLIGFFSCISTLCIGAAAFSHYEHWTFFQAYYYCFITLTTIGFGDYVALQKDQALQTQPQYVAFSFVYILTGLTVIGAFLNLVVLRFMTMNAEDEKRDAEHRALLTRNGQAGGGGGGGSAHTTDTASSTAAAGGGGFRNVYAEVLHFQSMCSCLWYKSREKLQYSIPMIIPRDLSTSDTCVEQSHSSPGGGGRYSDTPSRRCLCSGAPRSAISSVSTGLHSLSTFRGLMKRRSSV
# RGS4 inh: human RGS4 inhibition; HEK293 M3R/RGS4 inducible, Fluo-4 calcium flux; active compounds read high; triggered by carbachol at its EC20; B-score at 10 µM; 310,000 compounds, 0.45% hits; AID 463165;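 active = B-score, a plate-corrected calcium signal, over three deviations above library mean, with baseline fluorescence within five deviations of library mean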;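 note: RGS4 expression induced by doxycycline in cells with stable M3 receptor; B-score is computed from the integrated fluorescence ratio over baseline after carbachol; higher B-score means a larger calcium signal and so more RGS4 inhibition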
# RGS4 pot: RGS4 potentiation or activation | AID 463111 | 310,000 compounds, 0.92% hits | B-score at 10 µM | HEK293 M3R/inducible RGS4, carbachol calcium flux Fluo4; active compounds read low;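 active = B-score of the integrated calcium signal more than 4 SD below the library mean, with starting fluorescence not abnormally high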;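 note: negative B-score means reduced calcium response which marks RGS4 activation or potentiation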
#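 Test system: HEK293 cells with stable M3R and inducible RGS4; also added: carbachol at ECmax as muscarinic agonist stimulus; schedule: dye loading 30 min 37 °C, buffer rest 30 min RT; technique: kinetic calcium fluorescence imaging with Fluo4-AM dye, 2 µM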
# MrgX1 ag: activates human MrgX1 receptor signaling. Q96LB2. MrgX1-HEK293 cells, Fluo-4 calcium fluorescence, agonist mode; active compounds read high. B-score at 10 µM. 310,000 compounds, 0.44% hits;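 active = calcium response B-score plate-corrected fluorescence ratio at least 3 library SD, with starting fluorescence B-score inside 5 SD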
#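 Material: MrgX1-expressing HEK293 cells / Dosing: compound as first of three additions / Incubation: overnight seeding, then 1 h dark dye loading / Signal: Fluo-4 NW calcium fluorescence / Evaluation: B-scored fluorescence response ratio / Benchmarks: positive and negative control wells on each plate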
# KCNQ1 block: human KCNQ1 channel inhibition | CHO-K1 KCNQ1, FluxOR thallium flux fluorescence; active compounds read high | 310,000 compounds, 1.3% hits | P51787 | B-score at 10 µM;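 active = compounds whose thallium flux B-score, printed positive for inhibition, exceeds three library SD while starting fluorescence stays within three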;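 note: channel opened by potassium depolarization with thallium stimulus after 20 min compound exposure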
# Numbers without * were called inactive; i = inactive.
nr	smiles	ANO1 activ	KCNK9 inh	KCNQ1 pot	ANO1 block	hERG rescue	MrgX1 PAM	KCNK3 block	RGS4 inh	RGS4 pot	MrgX1 ag	KCNQ1 block
1	CN(C)CCCN(C(=O)c1cc(-c2cccs2)nc2ccccc12)c1nc2c(F)cccc2s1	i	i	i	i	-28.7	i	i	i	i	i	6*
2	O=C(CSc1nnc(-c2ccc(O)cc2)o1)Nc1ccccc1Br	i	i	i	i	-7.5	i	i	i	i	i	i
3	CCCc1nc2oc(C(=O)OCC)c(N)c2c2c1COC(C)(C)C2	i	i	i	i	-9.1	i	i	i	i	i	i
4	C=CCN1C=C2C(=O)C(C)(OC(=O)c3ccc(OC)cc3)C(=O)C(c3ccco3)=C2C=C1CCCC (centres undefined)	i	i	i	i	-5.5	i	i	i	i	i	i
5	Cc1nnc(NC(=O)CSc2ncc(-c3ccccc3)[nH]2)s1	i	i	i	i	-3.2	i	i	i	i	i	i
6	CCC1C(=O)N(C)CCc2ccccc21 (centres undefined)	i	i	i	i	-6.0	i	i	i	i	i	i
7	CC(C)c1ccccc1NC(=O)COC(=O)c1c2c(nc3ccccc13)CCN(Cc1ccccc1)C2	i	-11.5*	i	i	-34.1	i	-9.73*	i	-8.12*	i	i
8	CC(C)(C)c1ccc(/C=C/C(=O)NC2CCS(=O)(=O)C2)cc1 (centres undefined)	i	i	i	i	-11.6	i	i	i	i	i	i
9	O=C(Nc1ccccc1-c1nc2ccccc2s1)C1=COCCO1	i	i	i	i	-6.8	i	i	i	i	i	i
10	O=C(/C(=C(\[O-])c1ccccc1)[n+]1ccc2ccccc2c1)c1ccc(Cl)cc1	i	i	i	i	-11.5	i	i	i	i	i	i
11	O=C(O)C1CCCCC1C(=O)NC1C2CC3CC(C2)CC1C3 (centres undefined)	i	i	i	i	-5.3	i	i	i	i	i	i
12	Cc1cccc(CS(=O)(=O)Cc2ccc(C(=O)NCCCN3CCCC3)o2)c1	i	i	i	i	-6.3	i	i	i	i	i	i
13	CC(C)(C)OC(=O)N1CCC(c2c(C(=O)NCC3CCN(C4CCCC4)C3)cnn2-c2ccc(F)cc2)CC1 (centres undefined)	i	i	i	i	-9.7	i	i	i	i	i	i
14	Cc1cc(-n2c(C)cc(C(=O)CN3C(=O)NC4(CCCC4)C3=O)c2C)no1	i	i	i	i	-13.8	i	i	i	i	i	i
15	C[C@@H]1C(=O)O[C@@H]2[C@H](O)C34[C@H]5C[C@@H](C(C)(C)C)C36[C@H](OC(=O)[C@@H]6O)OC4(C(=O)O5)[C@@]12O (some centres undefined)	i	i	i	i	-5.7	i	i	i	i	i	i
16	Cc1c(NC(=O)COC(=O)c2cc3c4ccccc4n(C)c3s2)c(=O)n(-c2ccccc2)n1C	i	i	i	i	-10.8	i	i	i	i	i	i
17	COc1ccc(CCNc2nc(C)nc3c2nnn3Cc2ccccc2)cc1	i	i	i	i	-2.3	i	i	i	i	i	i
18	O=C(N/N=C/c1ccccc1)c1n[nH]c2c1CCCC2	i	i	i	i	-7.3	i	i	i	i	i	i
19	CCC(=O)N1CCc2cc(Br)cc(S(=O)(=O)NCC3CCCN3CC)c21 (centres undefined)	i	i	i	i	-6.9	i	i	i	i	i	i
20	CCCCc1nc2ccccc2c(=O)n1NC(=O)c1c(O)c2cccc3c2n(c1=O)CC3	i	i	i	i	-6.9	i	i	i	i	i	i
21	N#Cc1ccccc1NC(=O)c1ccc2c(Cl)c3c(nc2c1)CCCC3	i	i	i	i	-3.1	i	i	i	-8.09*	i	i
22	O=C(NCCCn1ccnc1)c1cc(S(=O)(=O)N2CCOCC2)c(Cl)cc1Cl	i	i	i	i	-7.1	i	i	i	i	i	i
23	Cc1ccc2[nH]c(=O)c(CN(Cc3cccnc3)Cc3nnnn3CC3CCCO3)cc2c1 (centres undefined)	i	i	i	i	-11.3	i	i	i	i	i	i
24	Cc1cccc(S(=O)(=O)CC(=O)Nc2nc(-c3ccccc3)cs2)c1	i	i	i	i	-5.0	i	i	i	i	i	i
25	O=C(NC(=S)NCCc1ccccc1)c1ccccc1	i	i	i	i	-2.2	i	i	i	i	i	i
26	COCc1cc(C)n(CC(=O)Nc2ccc3c(c2)OCO3)c(=O)c1C#N	i	i	i	i	-3.2	i	i	i	i	i	i
27	CCOc1ccc(N2CC(C(=O)Nc3ncccc3C)CC2=O)cc1 (centres undefined)	i	i	i	i	-2.3	i	i	i	i	i	i
28	O=S(=O)(c1cccc(-c2nc3ccccc3s2)c1)N1CCOCC1	i	i	i	i	-8.5	i	i	i	i	i	i
29	CC1(C)C(=O)CC[C@]2(C)C3C(=O)C=C4[C@H]5C[C@@](C)(C(=O)O)CC[C@]5(C)CC[C@]4(C)[C@]3(C)CC[C@@H]12 (some centres undefined)	i	i	i	i	-10.4	i	i	i	i	i	i
30	N/C(=N\OC(=O)CCCOc1ccccc1)c1cccc(Br)c1	i	i	i	i	-11.4	i	i	i	i	i	i
31	CCN(CC)CCCNc1nc2ccccc2c2nc(-c3ccncc3)nn12	i	i	i	i	-3.7	i	i	i	i	i	i
32	COc1ccc(NC(=O)CN(C)C(=O)c2cc(-c3ccc(OC)cc3)nc3ccccc23)cc1	i	i	i	i	-17.7	i	i	i	-8.05*	i	i
33	CCCCCCCCCCNC(=O)CCn1[nH]c(=O)c2ccccc2c1=O	i	i	i	i	-2.3	i	i	i	i	i	i
34	O=C(Nc1ncccc1O)c1ccc(S(=O)(=O)Nc2ccccc2)cc1	i	i	i	i	-11.4	i	i	i	i	i	i
35	CCc1ccc(NC(=O)Cc2c(C(=O)O)n(C)c3ccccc23)cc1	i	i	i	i	-8.6	i	i	i	i	i	i
36	CC(C)N(C(=O)CSc1nnc(NC(=O)C2CCC2)s1)C(C)C	i	i	i	i	0.4	i	i	i	i	i	i
37	COc1ccc(-c2ccc(-c3nnc(-c4cc(OC)ccc4OC)o3)cc2)cc1	i	i	i	i	-15.5	i	i	i	i	i	i
38	C[C@H]1CCC(=O)N([C@H](CC#N)Cc2ccccc2)CC1	i	i	i	i	2.2	i	i	i	i	i	i
39	Cc1ccc(N(CC(=O)NCc2ccccc2Cl)S(=O)(=O)c2c(C)noc2C)cc1	i	i	i	i	-5.4	i	i	i	i	i	i
40	Cc1ccc(SCc2cc(=O)[nH]c(Nc3nc(C)c4ccccc4n3)n2)cc1	i	i	i	i	-5.8	i	i	i	i	i	i
41	Cc1ccc(NC(=O)COC(=O)CN2C(=O)c3ccccc3C2=O)cc1S(=O)(=O)N(C)C	i	i	i	i	-7.8	i	i	i	i	i	i
42	COc1cc(NC(=O)C2CCC(=O)N2S(=O)(=O)c2ccc(C)cc2)cc(OC)c1 (centres undefined)	i	i	i	i	-7.0	i	i	i	i	i	i
43	O=C(NCc1cn2ccccc2n1)c1ccc2c(c1)OCO2	i	i	i	i	-12.0	i	i	i	i	i	i
44	Cc1ccc(Nc2nc(Cl)c(C=O)s2)cc1	i	i	i	i	-6.8	i	i	i	i	i	i
45	Cc1cnc(C(=O)Oc2c(C)ccc(C)c2C)cn1	i	i	i	i	-16.9	i	i	i	i	i	i
46	COc1cc(C=O)c(Br)cc1OCc1ccc(C)cc1	i	i	i	i	-3.6	i	i	i	i	i	i
47	Cc1ccc(SCC(=O)NC(=O)NCCC(C)C)c(C)c1	i	i	i	i	-3.7	i	i	i	i	i	i
48	N#Cc1c2c(c(-n3cnc4ccccc43)n3c1nc1ccccc13)CCC2	i	i	i	i	-2.7	i	i	i	i	i	i
49	Cc1ccc(-c2cc(-c3ccccc3)nc(N(C)N)n2)cc1	i	i	i	i	-6.9	i	i	i	i	i	i
50	Cc1nc2c(C)cccc2c2c1CCS2	i	i	i	i	-5.1	i	i	i	i	i	i
51	CCC(=O)Nc1ccc(S(=O)(=O)N2CCOCC2)cc1	i	i	i	i	-10.3	i	i	i	i	i	i
52	COc1cc(CN(CC2CCCO2)C(=O)c2cccs2)cc(OC)c1OC (centres undefined)	i	i	i	i	-6.6	i	i	i	i	i	i
53	CN(c1ccc(OCC(=O)NCc2cccnc2)cc1)S(=O)(=O)c1ccc(Cl)cc1	i	i	i	i	-24.5	i	i	i	i	i	i
54	CCOC(=O)c1c(S(=O)(=O)N2CCN(C)CC2)c(C)n(C)c1C	i	i	i	i	-2.1	i	i	i	i	i	i
55	O=C(CSc1cccc[n+]1[O-])N1CCCCCC1	i	i	i	i	-4.0	i	i	i	i	i	i
56	COc1cc(/C=N/NC(=O)c2c(-c3ccccc3)noc2C)ccc1O	i	i	i	i	-10.0	i	i	i	i	i	i
57	Nc1cccc(Cl)c1N1CCOCC1	i	i	i	i	-9.1	i	i	i	i	i	i
58	CCc1nnc(NC(=O)c2nc(S(=O)(=O)Cc3cccc(C)c3)ncc2Cl)s1	i	i	i	i	-11.8	i	i	i	i	i	i
59	NS(=O)(=O)c1ccc(CCNC(=O)CSc2ccc3ccccc3c2)cc1	i	i	i	i	10.8*	i	i	i	i	i	i
60	CCC(c1nnc(SCC(=O)N2CCOCC2)n1C1CCCCC1)N(C)C (centres undefined)	i	i	i	i	-7.9	i	i	i	i	i	i

# Further structures:
nr	smiles	ANO1 activ	KCNK9 inh	KCNQ1 pot	ANO1 block	hERG rescue	MrgX1 PAM	KCNK3 block	RGS4 inh	RGS4 pot	MrgX1 ag	KCNQ1 block
61	Cc1ccc(C(=O)Nc2nc3ccccc3n2CCN2CCCC2)cc1	i	i	i	i	-4.8	i	i	i	i	i	i
62	CCOC(=O)N1CCN(C(=O)CCl)CC1	i	i	i	i	-5.2	i	i	i	i	i	i
63	CC(=O)Oc1ccc(/C(C)=N\N2CCN(Cc3ccc(Cl)cc3)CC2)cc1	i	i	i	i	-7.5	i	i	i	i	i	i
64	CN(CCOc1ccc(Cl)cc1)CC(O)c1ccccc1 (centres undefined)	i	i	i	i	-3.8	i	i	i	i	i	i
65	Cc1ccc2nc(-c3ccco3)c(Nc3ccccc3)n2c1	i	i	i	i	-8.9	i	i	i	i	i	i
66	CC(C)CN(C(=O)COC(=O)C1CC1)c1c(N)n(Cc2ccccc2)c(=O)[nH]c1=O	i	i	i	i	-10.8	i	i	i	i	i	i
67	N#Cc1ccccc1CN1C(=O)NC2(CCCCCC2)C1=O	i	i	i	i	-1.0	i	i	i	i	i	i
